ERK EGF block – blocks ERK signaling stimulated by EGF | HEK293-V1b, EGF-stimulated phospho-ERK AlphaScreen | Potency, µM (highest dose often 11.5 µM), for the others: at the highest dose activity change, negative = inhibition, most hits filed as inhibitors | 130,000 compounds, 0.41% hits | AID 1454; active means well fitted inhibition curve with a large enough effect; inconclusive means small, poorly fitted or top-dose-only effect, or effect the other way;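 further: plate controls were stimulated vehicle wells for no effect and unstimulated vehicle basal for full effect; nearly all actives have a fitted effect of over 55% in size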
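Readout: AlphaScreen signal for phosphorylated ERK in lysed HEK293 cells stably expressing V1b. Stimulus 25 nM EGF, 5 min, following 30 min compound exposure. Data scaled to DMSO basal and full EGF activation.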
Starred values were filed as active, the others as inactive; ? = inconclusive; [ ] = remark or other dose. Potency means the concentration at half of the fitted maximal effect. Only part of the results is shown; the hit share may differ from the screen's.

SMILES | ERK EGF block
O=C1CN(C(=O)/C=C/c2ccccc2F)c2ccccc2N1 | -9%
CC(C)(C)n1nnnc1C(c1cccnc1)N1CCN(c2cccc(C(F)(F)F)c2)CC1 (configuration not stated) | 2%
O=C(COC(=O)c1ccccc1C(=O)N1CCN(c2ccccc2)CC1)NCc1ccccc1 | 2%
CCOc1ccccc1C(=O)Nc1nnc(SCC(=O)Nc2cc(C)on2)s1 | -18%
Cc1ccccc1C(C(=O)NC1CCCCC1)N(C(=O)c1ccccn1)c1cccnc1 (configuration not stated) | 0%
CC(C)(C)c1ccc(NS(=O)(=O)c2ccc(N)cc2)cc1 | 9%[57.5 µM]
Cc1nc2ncnn2c(N2CCCC(C(=O)Nc3ccccc3Br)C2)c1C (configuration not stated) | 23%
COC(=O)/C=C1/SC(=NC(=O)c2ccc(F)cc2)NC1=O | -19%[57.5 µM]
COc1ccc(N2CCN(C(c3cccs3)C(C)NS(C)(=O)=O)CC2)cc1 (configuration not stated) | 4%
C[C@]12CCC3c4ccc(OS(=O)(=O)O)cc4CCC3C1CCC2=O (some centres not stated) | -11%
COc1ccc(C2=NO[C@@H]3C(=O)N(Cc4ccccc4)C(=O)[C@H]23)c(OC)c1 | -9%[57.5 µM]
CC(=O)c1c(C)[nH]c(C(=O)CN2C(=O)NC(CCc3ccccc3)C2=O)c1C (configuration not stated) | -5%[57.5 µM]
Cc1snc(SCC(=O)c2ccc(F)cc2)c1C#N | 8%
COc1ccc(C(=O)NNC(=O)c2cccc(F)c2)cc1 | -4%
CC(=O)Nc1ccc(S(=O)(=O)NCc2cn3c(C)csc3n2)cc1 | 8%
Cc1ccc(OCC(=O)Nc2cccc(S(=O)(=O)N3CCOCC3)c2)c([N+](=O)[O-])n1 | -11%
CCc1ccc(OCC(=O)Nc2ccc(-c3cc4ccccc4oc3=O)c(OC)c2)cc1 | -1%
Cc1nc2cnc(N3CCOCC3)nc2n(Cc2cccs2)c1=O | -1%
COc1ccccc1CNC(=O)CSc1ccc(-c2cccc([N+](=O)[O-])c2)nn1 | 3%
Cc1cc(C)c(S(=O)(=O)OC[C@H]2C=CC[C@@H](CCC[C@H]3O[C@H](C(=O)OC(C)C)CC[C@@H]3C)O2)c(C)c1 | -5%
CCOC(=O)c1cc2c(ccc3ccccc32)oc1=O | -5%
COc1cc2nc(CSc3nc(-c4ccc(F)cc4)cs3)[nH]c(=O)c2cc1OC | 0%
O=C(NC(Cc1ccccc1)C(=O)O)/C(=C/c1ccc([N+](=O)[O-])cc1)NC(=O)c1ccccc1Br (configuration not stated) | -4%
COc1cccc2[nH]c3c(N4CCc5ccccc5C4)ncnc3c12 | 22µM*
COc1ccc(C(=O)NNC(=O)c2cc(C)[nH]n2)cc1 | 1%
Carrying on:
SMILES | ERK EGF block
OCCC1CN(Cc2cccn2-c2nccs2)CCN1Cc1ccccc1 (configuration not stated) | 14%[57.5 µM]
Cn1cc(Cl)c(C(=O)N/N=C/c2ccc(OS(=O)(=O)c3ccccc3)cc2)n1 | 3%
COc1ccccc1NC(=S)N(Cc1ccccc1)Cc1ccccn1 | 7%
NS(=O)(=O)c1cc(C2(O)NC(=O)c3ccccc32)ccc1Cl (configuration not stated) | 2%
CCCS(=O)(=O)NCCc1cc2c(C)ccc(C)c2[nH]c1=O | 11%
CCOC(=O)c1c(-c2cccc([N+](=O)[O-])c2)csc1N | ?
C#CCSc1cc(C(F)(F)F)nc(-c2ccccn2)n1 | -6%
Cc1ccc(SCC(=O)Nc2c(Br)cnn2C)cc1 | -9%[57.5 µM]
N#Cc1c(-c2ccc(F)cc2)ccnc1N1CCOCC1 | 1%
O=C(NCC1CCCN(Cc2cccc(OCCO)c2)C1)c1ccc(F)cc1 (configuration not stated) | -3%
COCCN(CCOC)C(=O)COC(=O)c1cc([N+](=O)[O-])ccc1Cl | -7%[57.5 µM]
Clc1cccc(Cl)c1COc1ccncc1 | 0%
N#C/C(=C(/O)COc1ccccc1)c1nc2ccccc2s1 | -5%
CC1CC(C)CN(C(=O)COC(=O)CCc2nc3ccccc3c(=O)[nH]2)C1 (configuration not stated) | 1%
Cc1ccc(CNC(=O)CCC2CCCN(Cc3cccc4c3OCO4)C2)o1 (configuration not stated) | -1%[57.5 µM]
COc1cc(OC)c2ccc(=O)oc2c1C(CCN1CCN(c2ccccc2)CC1)c1ccc2c(c1)OCO2 (configuration not stated) | -11%[57.5 µM]
COc1ccc(C2c3ccc(O)cc3Oc3ncn(CCN4CCOCC4)c(=N)c32)cc1 (configuration not stated) | 13%[57.5 µM]
CCOc1cc(N2CCCC2)ccc1[N+](=O)[O-] | 5%
CCc1ccc(OC(C)c2nnc(SCC(=O)Nc3ncccc3C)n2C)cc1 (configuration not stated) | -8%
NC(=O)N/N=C/c1cc(Br)ccc1OC(=O)c1ccccc1 | 1%
COc1ccc(S(=O)(=O)CCC(=O)N2CCN(c3ccccc3F)CC2)cc1 | -8%[57.5 µM]
FC(F)Oc1ccc(NC(=S)NCc2cccnc2)cc1 | -7%
CC(C)C(=O)Nc1ccc(C(=O)N/N=C/c2cc(Br)cc(Br)c2O)cc1 | -8%
O=S(=O)(NCC(Nc1ccccc1)c1ccccc1)c1ccc(Cl)cc1 (configuration not stated) | -4%
Cc1ccc(-c2cc(C(F)F)nc(NCc3cccs3)n2)cc1 | 7%

Already shown: entries from further up.
SMILES | ERK EGF block
NC(=O)N/N=C/c1cc(Br)ccc1OC(=O)c1ccccc1 | 1%
COc1ccc(S(=O)(=O)CCC(=O)N2CCN(c3ccccc3F)CC2)cc1 | -8%[57.5 µM]

ERK EGF block: what is marked active above
SMILES | ERK EGF block
COc1cccc2[nH]c3c(N4CCc5ccccc5C4)ncnc3c12 | 22µM*

Other compounds follow.
SMILES | ERK EGF block
COc1ccc(C(C(=O)NC2CCCCC2)N(C(=O)c2sc(C)nc2C)c2ccccc2)cc1 (configuration not stated) | -15%
CCN(CC)c1ccc(/C=N/NC(=O)C(O)(c2ccccc2)c2ccccc2)o1 | 4%
Cc1sc2nc(C(C)C)nc(SCC(=O)N3c4ccccc4CC3C)c2c1C (configuration not stated) | 12%
O=C(CSC1=N/C(=C/c2ccco2)C(=O)N1c1ccc(OC(F)F)cc1)NC1CCS(=O)(=O)C1 (configuration not stated) | -3%
COc1cc(/C=N/Nc2ccc(C(=O)O)cc2)ccc1O | -11%
CC1(CCc2ccccc2)NC(=O)N(Cc2cc([N+](=O)[O-])cc3c2OCOC3)C1=O (configuration not stated) | 1%
c1ccc(-c2csc(Nc3cccnc3)n2)cc1 | -1%
CC(C)=CCC/C(C)=C/Cc1c(O)ccc(C(=O)/C=C/c2ccc(O)cc2)c1O | -6%
NC(=O)c1cc(NC(=O)c2cc(Br)c(Br)s2)cc(C(N)=O)c1 | 0%
COc1cc2c(cc1OC)CN(C(=O)c1ccc3nc[nH]c3c1)CC2 | -1%
O=C(O)c1ccc(N/C(=N\S(=O)(=O)c2ccc(Cl)cc2)c2ccccc2)cc1 | 3%[57.5 µM]
CC1CC(NC(=O)/C=C/C(=O)O)CC(C)(C)C1 (configuration not stated) | 9%[57.5 µM]
O=C(c1ccccc1)c1ccc(O)cc1O | 0%[57.5 µM]
CN(C)S(=O)(=O)c1cc(NC(=O)COC(=O)/C=C/c2ccco2)ccc1Cl | -12%[57.5 µM]
O=C1OCc2ccc(NC(=O)C3CC3)cc21 | -7%
Cc1cccc(CSc2ccc3nnc(-c4ccccn4)n3n2)c1 | 11%
CN(C)NC(=S)Nc1cccc(Cl)c1 | -10%[57.5 µM]
CC(C)C(OC(=O)c1cc2c(s1)CCCCC2)C(=O)NC(N)=O (configuration not stated) | 10%
CCOC(=O)c1ccccc1NC(=O)COC(=O)C(CC(C)C)NC(N)=O (configuration not stated) | -7%
Cc1noc(C)c1C(=O)N1CCC2(CCCN(c3ccccn3)C2)CC1 | 20%
Cc1ccc(C(=O)Cn2cnc3ccccc3c2=O)cc1 | -2%
O=C(O)c1cccc(NC(=S)N/N=C/c2c[nH]c3ccccc23)c1 | -8%
COC(=O)c1ccc(/C=N/OCC(=O)NCCc2ccc(OC)c(OC)c2)cc1 | -5%
CCSc1nnc(NC(=O)CSc2nncc(=O)n2N)s1 | -2%
COc1cc(C2CC(=O)Nc3n[nH]c(-c4ccccc4)c32)cc(OC)c1OC (configuration not stated) | -14%[57.5 µM]
The results go on:
SMILES | ERK EGF block
FC(F)(F)c1ccc(Cl)c(N/N=C/c2ccc(N3CCOCC3)s2)c1 | -5%
CC(=O)Nc1cccc(-c2csc(Nc3ccc(Cl)cn3)n2)c1 | 28µM*
C[C@H]1[C@H]2CC[C@H]3C4CC=C5C[C@@H](N(C)C)CC[C@]5(C)C4CC[C@]23CN1C (some centres not stated) | -12%
CC1=CC(=O)C2=C(C)CCC3C(C)C(=O)OC3C12 (configuration not stated) | 5%
NC(=O)C(=O)N/N=C1\CCc2ccccc21 | -1%
NC(=O)N/N=C/c1ccc(OCc2cccc(Cl)c2)cc1 | -5%
O=C(N/N=C/c1ccncc1)c1cccc(NC(=O)c2ccc(Cl)cc2)c1 | 6%
Cc1onc(-c2c(F)cccc2Cl)c1C(=O)N=C(N)N1CC(C)OC(C)C1 (configuration not stated) | -5%[57.5 µM]
Cc1ccccc1CN1C[C@@H]2C[C@@H](c3cn[nH]c3-c3ccc(F)cc3)N3CCC[C@@]23C1=O | -3%
O=C(CCS(=O)(=O)c1ccccc1)Nc1ccc(-c2nc3ccccc3s2)cc1 | 8%
Cc1c(OCc2ccc([N+](=O)[O-])cc2)ccc2c3c(c(=O)oc12)CCC3 | 8%
CCOc1ccc(/C=N/NC(=O)c2c(-c3ccccc3)noc2C)cc1 | ?
C[C@]12CCC(=O)C=C1CCC1C2C(O)C[C@]2(C)C1CC[C@]2(O)C(=O)COC(=O)CCC(=O)O (some centres not stated) | 5%
O=C(NNC(=S)NC(=O)c1cccnc1)c1ccc(F)cc1 | -5%[57.5 µM]
Cc1nnn(C23C[C@@H]4C[C@@H](CC(C(=O)N5CCN(c6ccccc6)CC5)(C4)C2)C3)n1 | 0%[57.5 µM]
O=C1CN(C(=O)CNCc2ccc(Cl)cc2)c2ccccc2N1 | -12%[57.5 µM]
O=C(/C=C\c1ccccc1OC(=O)c1ccccc1F)c1cc2ccccc2o1 | 15%
FC(F)(F)c1cccc(Cn2cnc(NC(=S)NCCc3ccccc3)n2)c1 | 3%
CCOC(=O)C1CCCN(C(=O)c2ccc(Cl)c(S(=O)(=O)N3CCCCCC3)c2)C1 (configuration not stated) | -1%[57.5 µM]
CCC1=Nc2cc(C(=O)NCC3CCCO3)ccc2Sc2ccc(Cl)cc21 (configuration not stated) | -6%[57.5 µM]
COc1cc(OC)c2c(-c3ccccc3)cc(=O)oc2c1C(CCN1CCCCC1)c1ccc(N(C)C)cc1 (configuration not stated) | 3%[57.5 µM]
Cc1cccc(OCCCn2c(=O)oc3ccccc32)c1 | 7%
COc1ccc(NC(=O)/C(N=Nc2cc(S(=O)(=O)Nc3ccc(OC)cc3)ccc2OC)=C(\C)O)cc1 | -4%
COc1ccc(-c2[nH]n(-c3ccc([N+](=O)[O-])cc3)c(=O)c2C=NCC2CCCO2)cc1 (configuration not stated) | -4%[57.5 µM]
O=c1c2ccccc2ncn1-c1ccccc1F | -6%

5 structures from above, sorted by molecular weight, ascending.
SMILES | ERK EGF block
Cc1cccc(OCCCn2c(=O)oc3ccccc32)c1 | 7%
O=C(/C=C\c1ccccc1OC(=O)c1ccccc1F)c1cc2ccccc2o1 | 15%
CCC1=Nc2cc(C(=O)NCC3CCCO3)ccc2Sc2ccc(Cl)cc21 (configuration not stated) | -6%[57.5 µM]
CCOC(=O)C1CCCN(C(=O)c2ccc(Cl)c(S(=O)(=O)N3CCCCCC3)c2)C1 (configuration not stated) | -1%[57.5 µM]
COc1ccc(NC(=O)/C(N=Nc2cc(S(=O)(=O)Nc3ccc(OC)cc3)ccc2OC)=C(\C)O)cc1 | -4%

More records
SMILES | ERK EGF block
COc1ccc(N(CC(=O)Nc2cccc(N(C)S(C)(=O)=O)c2)S(=O)(=O)c2ccc(F)cc2)cc1 | 0%[57.5 µM]
CC(=O)NC1=NN(C(C)=O)C(C)(c2cccs2)S1 (configuration not stated) | 0%
CN(C)CCOCCOc1ccc(Cl)c2ccccc12 | -1%
COc1ccc(CNC(=O)/C(C)=C\C(=O)O)cc1 | 1%
Cc1nnc(NC(=O)CSc2cn(CCNC(=O)c3ccccc3)c3ccccc23)s1 | -12%
CCC1c2ccc(C)n2CCN1C(=O)Nc1cc(Cl)ccc1OC (configuration not stated) | 2%
COc1ccc(C2c3c(ccc4ccccc34)Oc3ncn4nc(Cc5ccc(OC)c(OC)c5)nc4c32)cc1 (configuration not stated) | -11%
CCOP(=O)(OCC)c1nc(-c2cccc3ccccc23)oc1N1CCOCC1 | -4%
Cc1cc(C)c(NC(=O)Cn2nc(-c3ccccc3)nc2-c2ccccc2)c(C)c1 | -7%
CC(C)(C)C(=O)NC1CCN(S(C)(=O)=O)CC1 | 0%

2 entries drawn at random from the list so far, as already listed:
SMILES | ERK EGF block
CC(C)(C)C(=O)NC1CCN(S(C)(=O)=O)CC1 | 0%
COc1ccc(CNC(=O)/C(C)=C\C(=O)O)cc1 | 1%

Source: PubChem (National Center for Advancing Translational Sciences (NCATS))
